TAAR1 ag: human TAAR1 agonism | actives 0.99% (n = 360,000) | activation, % at 3 µM | CHO RD-HGA16 TAAR1, Fluo-8 calcium fluorescence; vehicle wells 0%, saturating PEA agonist 100% | Q96RJ0;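 active = activation above the mean activation of all test compounds in the run plus 3 SD, cut at about 38% in these data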
Target sequence (Q96RJ0 whole entry, looked up): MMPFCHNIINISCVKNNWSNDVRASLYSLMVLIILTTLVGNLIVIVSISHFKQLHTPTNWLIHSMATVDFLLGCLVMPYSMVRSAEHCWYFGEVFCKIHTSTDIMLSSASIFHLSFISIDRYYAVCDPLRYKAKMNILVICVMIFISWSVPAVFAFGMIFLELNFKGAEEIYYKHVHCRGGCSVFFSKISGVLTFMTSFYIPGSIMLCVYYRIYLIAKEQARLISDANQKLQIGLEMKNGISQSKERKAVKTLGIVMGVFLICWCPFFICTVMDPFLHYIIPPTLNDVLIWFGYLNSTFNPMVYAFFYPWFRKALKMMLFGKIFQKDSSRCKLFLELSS
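Repeats: no replicates (n 1) | Material: CHO-derived RD-HGA16 cells with stable Gα16 and human TAAR1 | Technique: Kinetic Fluo-8 calcium fluorescence | Schedule: 17-24 h seeding, 75 min 37 °C dye, 30 min RT | Evaluation: % activation from peak over basal fluorescence ratio, DMSO-to-PEA scaled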
CHO parental Ca: signal in parental CHO cells, OX1R antagonist counter-screen. actives 0.63% (n = 330,000). inhibition, % at 5.6 µM. AID 463079. parental CHO-K1, ATP-induced calcium, Fluo-8 fluorescence;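 active = inhibition above that plate's mean sample inhibition plus 3 SD, cut at about 26% in these data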;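 also: 0% = ATP-challenged DMSO wells and 100% = DMSO wells without ATP; some compounds past the cut are filed as inactive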
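Test system: untransfected parental CHO cell line. Compound: one dose, 5.6 µM nominal. Detection: intracellular calcium via Fluo-8 no-wash fluorescent dye. Measure: % inhibition. Benchmarks: ATP-challenged DMSO wells low, unchallenged DMSO wells high.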
M1 ag parental: M1 agonist counterscreen hit in parental CHO-K1 cells; Fluo-8 calcium fluorescence; scaled to maximal ATP response, vehicle zero; activation, % at 3 µM; actives 0.48% (n = 360,000); AID 602248; in the data active = activation above about 15%;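 also: untransfected CHO-K1 host cells lacking M1 receptor as counterscreen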
M1 PAM parental: nonselective activator or artifact in parental CHO-K1 calcium assay. actives 0.02% (n = 360,000). activation, % at 3 µM. ATP EC20, Fluo-8 calcium fluorescence; 0% at ATP EC20, 100% at ATP max;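 active = activation above the run cutoff, the mean activation of all test compounds plus 3 SD, cut at about 40% in these data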;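 also: peak over basal fluorescence ratio in a 140 s read after ATP addition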
CHO-K1 Ca antag: counter-screen for M1 antagonists: effect in parental CHO-K1 cells; AID 602250; inhibition, % at 3 µM; actives 0.6% (n = 360,000); ATP-induced calcium, Fluo-8 fluorescence;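 active = inhibition above a per-plate cutoff, the plate's mean sample inhibition plus 3 SD, cut at about 24% in these data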;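 also: 0% = DMSO plus EC80 ATP and 100% = DMSO alone without ATP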
CHRM1 PAM: potentiates human M1 receptor response to acetylcholine; P11229; CHO-K1 hM1, Fluo-8 calcium fluorescence, ACh EC20; 0% = ACh EC20, 100% = maximal ACh; activation, % at 3 µM; actives 0.088% (n = 360,000); in the data active = activation above about 19%, passing the limit was not always enough
Target sequence (P11229 whole entry, looked up): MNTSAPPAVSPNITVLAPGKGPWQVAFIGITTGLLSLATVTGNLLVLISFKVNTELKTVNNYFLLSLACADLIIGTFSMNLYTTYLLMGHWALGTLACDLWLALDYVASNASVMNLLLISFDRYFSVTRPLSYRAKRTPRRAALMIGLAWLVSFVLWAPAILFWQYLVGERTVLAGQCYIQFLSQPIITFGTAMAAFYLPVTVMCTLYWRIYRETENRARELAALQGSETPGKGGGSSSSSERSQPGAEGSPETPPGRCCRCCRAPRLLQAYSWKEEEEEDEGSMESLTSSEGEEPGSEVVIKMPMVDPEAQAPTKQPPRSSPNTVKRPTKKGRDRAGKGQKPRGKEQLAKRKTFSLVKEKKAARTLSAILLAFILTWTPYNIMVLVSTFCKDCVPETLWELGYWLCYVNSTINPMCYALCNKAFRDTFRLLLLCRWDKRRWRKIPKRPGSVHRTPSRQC
CHRM1 agonist: activates human CHRM1 receptor; CHO-K1 hM1, Fluo-8 calcium fluorescence, agonist mode; 0% DMSO, 100% acetylcholine EC100; P11229; actives 0.33% (n = 360,000); activation, % at 3 µM;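 active = activation above the run's mean compound activation plus 3 SD, cut at about 16% in these data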;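 also: peak over basal fluorescence ratio within a 140 s kinetic read after compound addition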
M1 antag: blocks human M1 muscarinic receptor; CHO-K1 hM1, Fluo-8 calcium fluorescence, ACh EC80 antagonist; inhibition, % at 3 µM; actives 1.3% (n = 360,000); AID 588852;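 active = percent inhibition above its own plate's cutoff, namely the mean of that plate's compound wells plus 3 SD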;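 also: peak over basal fluorescence ratio during 140 s after agonist addition; 0% = ACh EC80 plus DMSO and 100% = DMSO alone without agonist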
TAAR1 antagonist: human TAAR1 antagonism | Q96RJ0 | CHO RD-HGA16 TAAR1, Fluo-8 calcium fluorescence, antagonist | inhibition, % at 3 µM | actives 1.5% (n = 360,000);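 active = inhibition above a per-plate cutoff, the mean inhibition of test compounds on that plate plus 3 SD, cut at about 49% in these data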;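 also: 0% = DMSO plus EC80 beta-PEA response and 100% = DMSO alone without agonist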
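Assay system: CHO-derived RD-HGA16 cells stably expressing human TAAR1 plus Gα16. Timing: 140 s kinetic read after compound, 140 s after agonist. Technique: kinetic Fluo-8 calcium fluorescence measurement. Measure: % inhibition of agonist calcium response.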
* marks the source's active call; other numbers are inactive results; · = no result given.

SMILES	TAAR1 ag	CHO parental Ca	M1 ag parental	M1 PAM parental	CHO-K1 Ca antag	CHRM1 PAM	CHRM1 agonist	M1 antag	TAAR1 antagonist
C=CC[C@H](CC(=O)NCCO)C(=O)N[C@H](COC(=O)[C@H](CC=C)CC(=O)OC(C)(C)C)c1ccccc1	4	-12	0.2	-1	4	4	-3	-4	-2
CC(=O)c1c(C)[nH]c(C(=O)NCCc2c[nH]c3ccccc23)c1C	7	-20	7.5	-17	-3	-3	-5	5	-5
O=C(C[n+]1cccc(NC(=O)c2ccccc2)c1)c1ccc(NC(=O)c2ccccc2)cc1	2	-16	0.0	14	-8	-15	-5	24	-15
COc1cc(CN2CCNC(=O)C2CC(=O)N(C)Cc2ncc[nH]2)cc(OC)c1 (stereo not drawn)	3	-13	0.0	21	-14	11	-6	-4	9
COC(=O)C1CCN(c2c([N+](=O)[O-])cc(C(F)(F)F)cc2[N+](=O)[O-])CC1	9	-23	0.2	-4	-11	-4	-4	2	-5
COC(=O)c1ccc(CN(c2ccccc2Cl)S(C)(=O)=O)cc1	-1	4	0.9	23	-9	19	-11	-9	24
O=C(NNCc1ccccc1)c1ccccn1	0	·	-0.5	-24	20	-3	-2	3	4
COCCCNC(=S)NNC(=O)C(O)(c1ccccc1)c1ccccc1	7	-26	0.3	18	-1	9	-5	1	1
Cc1nc(C)c(-c2csc(Nc3cccnc3)n2)s1	4	-20	0.6	3	-8	2	-7	3	11
CN(CCC#N)C(=O)CC(Cc1ccccc1)C1CCOC(C)(C)C1 (stereo not drawn)	3	0	0.6	-22	10	1	-2	0	-9
COc1ccc(NS(=O)(=O)c2ccc3c(c2)N(C(C)=O)CCO3)cc1	17	-7	3.2	12	-3	7	1	-15	-20
Cc1cc(Cl)ccc1C(=O)C1CCCN(C(=O)CCn2cncn2)C1 (stereo not drawn)	0	-22	-0.2	-5	15	7	0	-21	-9
COc1ccc(C(=O)N2C(=S)NC(=O)/C2=C\c2ccc(C)cc2)cc1	2	0	-0.4	-4	-5	18	1	-12	3
COc1ccc(S(=O)(=O)N2CCCCCC2)cc1C(=O)N(C)Cc1ccco1	3	-20	2.8	6	-5	9	0	-10	-30
CCN(CC)C(=O)Nc1ccccc1C	1	-4	2.4	19	1	10	-3	-12	-24
COC(=O)c1cc(NC(=O)c2nn(C)c(=O)c3ccccc23)cc(C(=O)OC)c1	4	-10	0.5	7	-2	7	-9	-2	2
COc1ccc(-n2c(N)cc(=O)nc2SCC(=O)N2CCN(c3ccccc3)CC2)cc1	0	-10	0.7	-10	1	-6	-2	12	-33
Cc1cc2oc3ccc(NCCCN4CCOCC4)cc3c(=O)c2cc1C	15	-4	1.9	-7	-9	-1	-8	7	-7
O=C(O)c1cc(S(=O)(=O)Nc2ccc3cn[nH]c3c2)ccc1O	14	-22	0.1	16	-11	4	-3	-5	-9
O=C(NCCc1ccccc1)C1(c2ccccc2)CCCC1	23	-25	0.3	-1	4	14	-6	-19	-5
CSc1ccccc1NC(=O)c1csc(C)c1	-1	-3	-0.4	6	-4	15	-1	-5	-25
COc1ccc(-c2nc(SCC(=O)N3CCOCC3)n[nH]2)cc1	7	-14	0.2	20	-12	2	-2	-17	8
O=C1CC2C(=O)NCCN2C(=NC(=O)c2ccc(Cl)cc2)N1 (stereo not drawn)	2	2	1.5	18	-7	5	-5	0	-26
COc1cc2sc(C)nc2c2ccccc12	-1	7	0.2	-5	-11	3	-3	-2	-28
CCOC(=O)c1ccccc1NC(=O)Cc1ccc(OC)c(S(=O)(=O)N2CCOCC2)c1	3	-27	-0.1	-13	5	8	1	-2	-21
CC(=O)Nc1ccc(CN2CCN(CC=C(C)C)C(CCO)C2)cc1 (stereo not drawn)	0	-6	0.7	22	-19	2	-7	-4	-2
Cc1cccc(C)c1C(OCCN(C)C)C1CCCCC1 (stereo not drawn)	14	-20	0.7	3	8	-26	-8	99*	-7
Cc1cccc(NC(=O)c2cccc(S(=O)(=O)N(C)C3CCCCC3)c2)n1	1	·	2.2	-8	8	6	-5	-13	5
Cc1ccccc1Nc1n[nH]c(=S)s1	3	·	0.5	10	-21	1	1	-13	-7
O=C(c1ccc(Br)s1)N1CCCC1	1	-7	-0.8	7	-8	3	-14	2	-11
O=[N+]([O-])c1ccccc1OCCCCN1CCCCC1	8	-14	-0.1	-2	-11	-12	-13	11	-20
COc1ccccc1CC(=O)N1CCN(S(=O)(=O)c2cccs2)CC1	0	-12	1.0	-5	0	3	-5	0	10
CN(CC(=O)Nc1cccc(F)c1)C(=O)C1CC(=O)N(Cc2ccccc2)C1 (stereo not drawn)	0	-11	1.4	10	-2	2	-3	0	2
COc1cccc(Cn2cnc3c(NS(=O)(=O)c4ccc(Cl)cc4Cl)c(C)c(C)cc32)c1	4	-12	1.7	14	-5	-2	-3	12	40
Cc1nn(Cc2ccccc2)c(C)c1C(=O)OCC(=O)c1cc(C)n(C2CC2)c1C	1	-1	2.4	24	-23	-3	-7	-7	10
O=C(Nc1ccc(S(=O)(=O)Nc2nccs2)cc1)C1CC(=O)N(c2ccc(Cl)cc2)C1 (stereo not drawn)	1	-8	0.9	6	-14	-3	-4	10	5
COc1ccc(CNC(=O)CSCc2ccccc2Cl)cc1	8	-9	-0.1	-1	4	3	-7	2	5
CN(C)c1ccc(NC(=O)CN2CCC(NC(=O)C3CCCCC3)CC2)cc1	0	-3	0.5	8	-2	16	-3	-14	10
COc1ccccc1C(c1nnnn1C(C)(C)C)N1CCCc2ccccc21 (stereo not drawn)	0	-21	0.1	12	14	11	0	-11	6
S=C(c1ccc(N2CCOCC2)cc1)N1CCCCC1	11	9	0.4	10	-3	-1	-5	0	7

2 entries drawn at random from the list so far:
SMILES	TAAR1 ag	CHO parental Ca	M1 ag parental	M1 PAM parental	CHO-K1 Ca antag	CHRM1 PAM	CHRM1 agonist	M1 antag	TAAR1 antagonist
CN(C)c1ccc(NC(=O)CN2CCC(NC(=O)C3CCCCC3)CC2)cc1	0	-3	0.5	8	-2	16	-3	-14	10
COc1ccc(CNC(=O)CSCc2ccccc2Cl)cc1	8	-9	-0.1	-1	4	3	-7	2	5

The listing continues.
SMILES	TAAR1 ag	CHO parental Ca	M1 ag parental	M1 PAM parental	CHO-K1 Ca antag	CHRM1 PAM	CHRM1 agonist	M1 antag	TAAR1 antagonist
COc1ccc(-c2cc3c(=O)n(CC(=O)NCc4cccnc4)nc(C)n3n2)cc1	2	-15	6.6	-3	-7	-9	1	11	-7
Cc1cccn2cc(-c3ccccc3)nc12	3	-16	0.0	11	-8	6	-3	-25	9
CN1CCN(NC(=O)c2ccc(Cl)cc2Cl)CC1	5	10	-0.2	18	-6	12	-10	-20	4
CC(/C=C/c1ccco1)=N/NC(=O)C1COc2ccccc2O1 (stereo not drawn)	4	-3	1.3	19	-5	0	-5	6	-6
CC(=O)Oc1ccc2oc(=O)c3c(c2c1)CCCN3C(=O)CN1CCN(c2ncccn2)CC1	3	-5	0.6	3	4	3	-4	-5	18
O=C(Nc1ccc2oc(-c3ccccc3)nc2c1)c1cccnc1	11	-9	4.3	21	-12	-2	-1	-1	5
CCCn1c(N)c(N(CCOC)C(=O)c2cccc(S(=O)(=O)N3CCCc4ccccc43)c2)c(=O)[nH]c1=O	2	-10	0.4	15	-8	4	-3	-7	-16
O=c1c2c(nc3cc(-c4ccccc4)[nH]n13)CCC2	0	-6	0.2	16	-8	11	-3	-5	6
CC(C)c1ccc(N(CC(=O)NCc2ccco2)C(=O)CCC(=O)Nc2ccccn2)cc1	0	-24	2.4	22	-19	7	-5	-1	-8
O=c1[nH]c2ccc(Cl)cc2c(-c2ccccc2)c1SC(=S)N1CCCCC1	5	-31	0.5	15	-5	2	-5	-2	-10
CCN(CC)C(=O)[C@H]1CC(CC(=O)NCCCN(C)C)C(=O)N2CCc3c([nH]c4ccc(OC)cc34)[C@]12C (stereo partly drawn)	5	-3	1.1	27	-24	3	-6	-4	-44
CN(C(=O)c1cn2ccccc2n1)c1c(N)n(Cc2ccccc2)c(=O)[nH]c1=O	1	-3	1.2	28	-12	6	-2	-10	-44
O=[N+]([O-])c1ccc(N2CCN(c3ccccc3O)CC2)cc1	7	0	2.2	12	-8	0	-2	0	-2
CCOC(=O)c1ccc(S(=O)(=O)NCCN2CCOCC2)cc1	11	7	1.8	20	-15	6	-5	-6	-9
COc1cc(/C=N/NS(=O)(=O)c2ccc3ccccc3c2)ccc1OCCN1CCOCC1	1	-5	1.0	28	-11	10	-9	-14	-21
O=C1CC(C2CCCO2)C(=O)N1c1cccc(Cl)c1 (stereo not drawn)	-2	-18	-0.2	8	4	4	-3	-6	4
Cc1cccc(-n2cnc3cc([N+](=O)[O-])ccc32)c1	0	-5	0.1	6	-4	0	-9	2	5
CCOC(=O)CSc1n[nH]c(=O)n1CCc1ccccc1	4	9	1.3	11	4	11	-4	-9	-3
O=C1CC(c2nc3ccccc3[nH]2)CN1c1ccccc1F (stereo not drawn)	2	-11	-0.1	26	-6	13	1	-15	-4
CC1CN(c2ccc([N+](=O)[O-])c(NCCOc3ccccc3)c2)CC(C)N1 (stereo not drawn)	14	-19	1.7	-12	6	4	-6	2	13
COc1ccc(C)cc1NC(=O)CNC(=O)Cn1ccc2ccccc2c1=O	1	-12	0.6	11	-5	0	-3	-1	-12
CCOC(=O)C1C(C(=O)Nc2cccc(C(F)(F)F)c2)C1C(=O)NC(C)C (stereo not drawn)	7	-3	-0.2	-10	7	-3	-7	11	9
Cc1cc(=O)n2nc(N3CCCC3C(=O)Nc3cccc(F)c3)sc2n1 (stereo not drawn)	1	-23	-0.2	15	-8	7	-2	-10	-6
Cc1ccc(OCC(=O)N2CCN(S(=O)(=O)c3ccccc3[N+](=O)[O-])CC2)cc1	2	-24	0.6	9	1	9	-8	-4	-26
CC(=O)NC1C(c2nc3ccccc3s2)=C(c2ccccc2)C(=O)N1c1ccc(C)cc1 (stereo not drawn)	10	-6	0.4	14	4	6	-5	-5	4
Cc1ccc2nc(-c3ccccc3)c(CN3CCN(c4ccccc4F)CC3)n2c1	0	-4	-0.1	7	-14	-1	-6	4	16
CO/N=C/NC(=O)Cc1cn(-c2ncc(C(F)(F)F)cc2Cl)c2ccccc12	2	-18	0.1	6	0	-2	-4	5	-7
COc1cc(NC(=O)CCN2CCN(Cc3ccccc3)CC2)cc(OC)c1	6	-19	0.4	16	-6	8	1	-12	1

Only M1 PAM parental and M1 ag parental (three entries from above):
Molecule	M1 PAM parental	M1 ag parental
CCOC(=O)C1C(C(=O)Nc2cccc(C(F)(F)F)c2)C1C(=O)NC(C)C (stereo not drawn)	-10	-0.2
Cc1cc(=O)n2nc(N3CCCC3C(=O)Nc3cccc(F)c3)sc2n1 (stereo not drawn)	15	-0.2
Cc1ccc(OCC(=O)N2CCN(S(=O)(=O)c3ccccc3[N+](=O)[O-])CC2)cc1	9	0.6

Bioassay records from PubChem BioAssay.
